# eIF4E 4G PPI: blocks eIF4E binding to eIF4G; TR-FRET eIF4E-eIF4GI(517-606) binding, 2 h; inhibition, % at 21.7 µM; 220,000 compounds, 0.37% hits;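 active means inhibition above about 30%, limit read from the data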;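 further: 0% = full FRET control wells and 100% = background wells lacking eIF4GI fragment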
# MDM2 E3 inh: inhibitors of human Mdm2 E3 ubiquitin ligase. Q00987. signal enhancement, % at 5 µM. cell-based MDM2 ubiquitination luciferase reporter, 2 h; 0 = plate control, 100 = twice control, blank-subtracted. 210,000 compounds, 0.11% hits;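 active means signal enhancement of 30% or more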;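 further: luminescence tracks abundance of the self-degrading MDM2-luciferase fusion protein; higher signal means inhibition of MDM2 E3 ligase activity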
#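 Material: Stable MDM2–luciferase fusion reporter cells | Amount: 2000 cells seeded into each well | Dosing: One concentration, 5 µM, with 0.2% DMSO | Incubation: 4 h cell settling then 2 h compound exposure, 37 °C | Measured by: Luciferase luminescence | Read-out basis: % enhancement relative to plate controls after blank subtraction | Benchmarks: Control and blank well means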
# Wee1 stabilizer: inhibitors of human Wee1 degradation; P30291; 220,000 compounds, 1.2% hits; AID 1321; reporter increase, % at 5 µM; HeLa Luc-Wee1K328M stability, luciferase luminescence; 100% = proteasome inhibitor MG132 effect;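 active means activation above the mean of all tested compounds plus 3 SD, set per screening run, cut at about 8.8% in these data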;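 further: cells exposed to compound for 20 h before luminescence read; 0% = DMSO alone and 100% = MG132 at 30 µM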
# p97 inhibitor: blocks human p97 ATPase activity | P55072 | recombinant p97 ATPase, Kinase-Glo ATP luminescence, 3 h | inhibition, % at 8 µM | 220,000 compounds, 0.42% hits | AID 1481; in the data active means inhibition above about 15%;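 further: 0% = DMSO vehicle and 100% = wells lacking enzyme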
# Target sequence (P55072 whole entry, looked up): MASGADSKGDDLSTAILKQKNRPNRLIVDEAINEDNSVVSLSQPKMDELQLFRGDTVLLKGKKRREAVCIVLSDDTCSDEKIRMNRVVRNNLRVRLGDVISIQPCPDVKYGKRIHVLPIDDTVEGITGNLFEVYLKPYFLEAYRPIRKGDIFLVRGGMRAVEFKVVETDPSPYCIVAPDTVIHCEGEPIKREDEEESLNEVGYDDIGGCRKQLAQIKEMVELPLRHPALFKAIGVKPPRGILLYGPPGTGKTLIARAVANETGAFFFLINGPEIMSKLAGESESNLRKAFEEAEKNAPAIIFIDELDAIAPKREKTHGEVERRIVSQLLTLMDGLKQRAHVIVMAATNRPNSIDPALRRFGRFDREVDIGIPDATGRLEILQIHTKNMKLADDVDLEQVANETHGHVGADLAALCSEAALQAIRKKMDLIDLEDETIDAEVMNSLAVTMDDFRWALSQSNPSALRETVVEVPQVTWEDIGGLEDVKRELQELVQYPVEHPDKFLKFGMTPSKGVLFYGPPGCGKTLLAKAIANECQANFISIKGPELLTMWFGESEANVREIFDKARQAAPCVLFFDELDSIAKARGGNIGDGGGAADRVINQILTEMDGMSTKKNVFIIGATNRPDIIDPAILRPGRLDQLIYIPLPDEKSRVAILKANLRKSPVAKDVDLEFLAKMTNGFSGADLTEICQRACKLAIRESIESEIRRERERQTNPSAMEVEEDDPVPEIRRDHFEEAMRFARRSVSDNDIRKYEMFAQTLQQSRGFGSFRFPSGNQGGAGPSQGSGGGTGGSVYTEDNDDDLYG
# hK5 inh: kallikrein 5 (human) inhibition; Q9Y337; 210,000 compounds, 0.59% hits; AID 873; recombinant hK5, fluorogenic AMC substrate cleavage; inhibition, % at 5 µM;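 active means inhibition of 40% or more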;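 further: 0% = enzyme controls without compound and 100% = no-enzyme blanks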
# Target sequence (Q9Y337 67-293 limits assumed): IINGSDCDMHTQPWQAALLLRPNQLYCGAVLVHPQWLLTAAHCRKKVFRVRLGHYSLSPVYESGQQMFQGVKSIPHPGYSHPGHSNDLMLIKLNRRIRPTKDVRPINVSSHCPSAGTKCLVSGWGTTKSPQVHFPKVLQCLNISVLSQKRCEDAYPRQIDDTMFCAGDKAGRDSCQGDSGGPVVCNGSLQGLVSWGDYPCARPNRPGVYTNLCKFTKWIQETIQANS
# Rad51 HR inh: Rad51 (human) homologous recombination inhibition | inhibition, % at 10 µM | Q06609 | AID 1385 | hRad51 DNA strand exchange, fluorescence dequenching | 200,000 compounds, 0.085% hits;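 active means inhibition above 40% at the single screening dose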;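 further: 0% = DMSO control wells and 100% = blanks with heterologous ssDNA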
#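 Test system: preformed human Rad51 ssDNA filaments; also added: Donor/quencher-labelled 47-bp dsDNA substrate; doses: 10 µM final, single point; times: 37 °C 15-min filament assembly, 30-min compound preincubation, 15-min exchange; detection: FRET fluorescence dequenching, excitation 485 nm, emission 520 nm; read-out basis: Fluorescence-based percent inhibition, control- and blank-normalised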
# 14-3-3 Bad PPI: disrupts binding of bovine 14-3-3 zeta to phospho-Bad peptide. P63103. TR-FRET 14-3-3zeta/Dy647-pBad peptide displacement, 1 h. 220,000 compounds, 0.71% hits. inhibition, % at 21.7 µM;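 active means inhibition above about 70%, limit read from the data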;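 further: 0% = full 14-3-3 plus peptide FRET controls and 100% = background without 14-3-3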
# FXIIa inh: inhibitors of human coagulation factor XIIa. 220,000 compounds, 0.3% hits. inhibition, % at 5 µM. purified FXIIa, Boc-QGR-AMC fluorogenic substrate, 2 h; in the data active means inhibition above about 40%;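 further: 0% = enzyme with no compound and 100% = blank without enzyme; many of its hits are not listed in these tables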
# FXIa inh 1536: inhibitors of human coagulation factor XIa. P03951. purified FXIa, Boc-Glu-Ala-Arg-AMC fluorogenic substrate. inhibition, % at 5 µM. 220,000 compounds, 0.14% hits. AID 798;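 active means inhibition of at least 40%; inactive means inhibition below 40%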;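 further: fluorescence of freed AMC excited at 355 nm; 0% = enzyme without compound and 100% = no enzyme blank; many of its hits are not listed in these tables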
# * = called active by the depositor; . = not tested or not shown; [ ] = another dose, or the depositor's remark.
smiles,p97 inhibitor,hK5 inh,Wee1 stabilizer,14-3-3 Bad PPI,Rad51 HR inh,FXIa inh 1536,FXIIa inh,MDM2 E3 inh,eIF4E 4G PPI
Cc1ccc(S(=O)(=O)NCC(=O)NCC(=O)OC(C(=O)NC(N)=O)C(C)C)cc1C (configuration not stated),0,-2,2,5,20,2,13,.,-3
CN(C)Cc1c(O)ccc2oc(Cc3ccccc3)cc12,1,-17,2,56,9,-14,8,-15,6
Cc1cc(/C=N\NC(=O)CC(=O)NC2CCCCC2)c(C)n1-c1cccc(Cl)c1Cl,3,-16,2,-4,1,1,6,-5,1
O=C(c1ccccc1)N1CCn2c(nc3ccccc32)C1,3,-5,0,-9,7,4,4,-2,1
COc1ccc(S(=O)(=O)N2N=C(C)Oc3ccccc3C2=O)cc1,-6,2,2,3,-5,7,8,-5,-8
COc1cc(/C=N/N=C(\N)c2nonc2N)ccc1O,-2,-4,-1,-8,25,1,12,-19,1
CCOc1ccc(-n2c(SCC(=O)Nc3ccc(OC)cc3OC)nc3c(c2=O)SCC3)cc1,5,-2,-2,-9,2,0,17,6,-4
Cc1ccc(-c2nnn(CC(=O)N(Cc3ccco3)C(C(=O)NC(C)(C)C)c3cccs3)n2)o1 (configuration not stated),0,12,-2,-4,2,5,12,-11,-4
CCCSc1nc(C)cc(C)c1S(C)(=O)=O,-1,-11,0,-3,16,-7,5,-2,2
CCCn1c(SCC(=O)Nc2ccccc2C(=O)OC)nc2c1c(=O)n(C)c(=O)n2C,1,-8,-1,-5[fluorescence artefact?],-8,-2,6,-13,-7[fluorescence artefact?]
Cn1c(CNc2nc(-c3ccccc3)cs2)nnc1SCC(=O)N1CCc2ccccc21,5,-1,-2,-3,.,4,5,.,-31
CN(C)NC(=S)NC1CCS(=O)(=O)C1 (configuration not stated),-5,8,-1,-6,0,-15,3,-17,-3
N#C/C(=C/N1CCOCC1)c1ccccc1,2,31,-1,-10,16,3,15,5,9
COCCn1nnnc1C(c1ccc2ncccc2c1)N1CCN(c2ccccc2F)CC1 (configuration not stated),-4,4,5,76*,1,-3,2,-16,2
Cc1ccc(C(C(=O)NC2CCCCC2)N(C(=O)c2csnn2)C2CC2)o1 (configuration not stated),2,1,-1,5,10,0,5,-15,5[fluorescence artefact?]
Cc1ccc(C)c(Nc2nc3c(S(=O)(=O)c4ccccc4)nnn3c3ccccc23)c1,2,-28,-2,-10,-4,-3,-5,-4,5[fluorescence artefact?]
CN(C)CCNC(=O)c1scc2c1CCCC2,7,5,1,5,.,4,7,.,-11
COc1ccc(-c2noc(Cc3ccccc3OC)n2)cc1,-2,-6,8.9*,-1,10,-7,8,-6,6
Cc1cc(C)n(CCC(=O)N/N=C/c2cccc([N+](=O)[O-])c2)n1,3,0,3,-2,11,-2,3,-5,1
CCOC(=O)c1c(C)cccc1OCC(N)=O,-2,7,-1,5,-1,2,14,12,-2
O=C(C1CCCO1)N1CCN(C(=S)NC2CC2)CC1 (configuration not stated),2,-1,0,-10,-91,4,10,-6,0
O=C(Cc1ccc([N+](=O)[O-])cc1)Nc1cc(C(F)(F)F)cc(C(F)(F)F)c1,0,-4,-1,-9,11,-2,2,-15,-2
COc1ccc(/C=N/c2sc3c(c2C#N)CCN(Cc2ccccc2)C3)c(O)c1,5,-14,1,-15,-14,8,16,-5,-4
C1CCC(C23CC4CC(CC(C4)C2)C3)NC1 (configuration not stated),-6,-5,1,-10,2,-8,2,.,0
Cn1c(=O)c2c(SCC(=O)N3CCOCC3)nc(CC(C)(C)C)nc2n(C)c1=O,1,4,-1,-1,3,-11,4,-44,-3

# Additional structures follow.
smiles,p97 inhibitor,hK5 inh,Wee1 stabilizer,14-3-3 Bad PPI,Rad51 HR inh,FXIa inh 1536,FXIIa inh,MDM2 E3 inh,eIF4E 4G PPI
Cc1ccc(C(=O)NC2CCCCNC2=O)cc1C (configuration not stated),10,0,1,0,22,1,8,-9,1
Cc1cc(=O)n2c(c1C#N)SC1CCCCC12O (configuration not stated),4,5,-1,-9,2,3,10,-22,3
COc1cc(-c2nnc(SCC#CCO)o2)cc(OC)c1OC,0,-1,-3,-15,-10,-6,2,-11,1
O=C(N/N=C1\CC2CC=CC12)c1ccc(COc2ccccc2)cc1 (configuration not stated),7,-10,1,-3,10,22,11,2,-6
O=C(Oc1cccnc1)c1cccc(Cl)c1,-1,-13,-1,54[fluorescence artefact?],-2,-5,15,-6,4[fluorescence artefact?]
Cc1ccc(C)c(NCc2ccccc2CO)c1,4,0,-2,-3,10,0,2,-11,3
O=C(CCCCCN1C(=O)c2ccccc2C1=O)NCCc1nc2ccccc2[nH]1,-3,-1,-2,-6,4,12,18,-25,5
Cc1ccccc1-c1nsc(SCC(=O)Nc2ccc3c(c2)OCO3)n1,5,-4,4,-2[fluorescence artefact?],-2,2,7,-6,3
COC(=O)c1ccc(-c2nn(C)c(=O)c3ccccc23)cc1,-4,-5,-2,2,-1,-10,-4,-6,-1
CCOC(=O)C1=C(C)NC(=O)C(C(N)=O)C12CCCC2 (configuration not stated),-5,12,1,-3,2,5,12,5,1
CCN1CCC(NC(=O)c2cc(OC)c(OC)cc2OC)CC1,1,24,3,9,-9,-3,-3,-7,6
COC(Cc1nnc(SC)n1-c1ccc(Cl)cc1)OC,1,-22,0,7,-4,-6,7,-7,0
COCCNC(=O)C(OC(=O)c1cccs1)c1ccccc1 (configuration not stated),5,-11,-2,13,0,-1,10,6,-8
C1CCCN(CCCCN2CCCCCC2)CC1,0,-14,4,14,.,-3,8,6,-3
CCn1c(SCC(=O)N2CCN(c3ccc(F)cc3)CC2)nc2ccccc2c1=O,3,-12,-2,-7,4,-2,5,-15,1
Cc1ccc(-n2c3c(c(=O)[nH]c2=S)C(C(F)(F)F)(C(F)(F)F)NC(=O)N3)cc1,1,0,1,1,2,7,16,-8,-8
CC(C)(C)c1nnc(NC(=O)Cc2ccccc2[N+](=O)[O-])s1,4,-14,0,-11,12,8,6,0,-6[fluorescence artefact?]
CCO[C@H]1OC(C(=O)NC2CC2)=C[C@@H](c2ccc(Br)cc2)[C@@H]1CCCO,-1,5,1,2,8,2,7,.,1
O=C(Nc1cccnc1)c1ccc(S(=O)(=O)c2ccc(Cl)cc2)cc1,1,-9,1,85*,-7,-4,6,-5,1
COc1ccccc1NC(=O)CSc1nnc(-c2ccccc2)o1,3,-4,0,5[fluorescence artefact?],8,2,14,-18,-1[fluorescence artefact?]
CCN(CC)S(=O)(=O)c1cccc(NC(=O)c2cc(-c3cccs3)nn2-c2ccccc2)c1,-1,-11,-3,-2,4,9,10,3,2
CCCC(=O)Nc1c(-c2ccccc2)c(=O)c(C)nn1-c1ccc(Cl)cc1,4,0,-4,12,-2,4,-1,2,-1[fluorescence artefact?]
COc1cccc(NC(=O)COC(=O)c2ccco2)c1,3,14,3,-2,4,2,10,-9,-2
CCc1ccccc1NC(=O)C1c2ccccc2Oc2ccccc21,1,-5,-1,12[fluorescence artefact?],29,17,26,-10,5
CCCCNC(=O)CN(c1cccc(F)c1)S(C)(=O)=O,3,-11,3,-11[fluorescence artefact?],1,6,11,4,2[fluorescence artefact?]

# The results go on.
smiles,p97 inhibitor,hK5 inh,Wee1 stabilizer,14-3-3 Bad PPI,Rad51 HR inh,FXIa inh 1536,FXIIa inh,MDM2 E3 inh,eIF4E 4G PPI
O=C(NCc1ccc2c(c1)OCO2)C1(S(=O)(=O)c2ccccc2)CC1,7,-8,1,-3[fluorescence artefact?],2,5,8,9,2
Cc1ccc(CNC(=O)C(OC(=O)c2ccco2)C(C)C)cc1 (configuration not stated),0,-23,-1,0,2,11,24,-19,-11[fluorescence artefact?]
COc1ccc(C(=O)Nc2cnn(Cc3c(F)cccc3Cl)c2)cc1OC,4,0,2,9,-32,2,8,.,-6
Cc1c(C(=O)NCCN2CCOCC2)oc2ccc(S(=O)(=O)N3CCCCCC3)cc12,-1,-10,-1,.,-13,1,16,0,.
COc1ccc(N/C=C(/C(C)=O)c2ccccc2)cc1,-5,1,-2,0,-5,0,12,-4,1
Cc1ccc(-n2nnnc2SCC(=O)Nc2cccnc2Cl)cc1,-1,-20,3,-17[fluorescence artefact?],-7,-2,5,15,14

# Arranged by molar mass (rising): part of the list above.
smiles,p97 inhibitor,hK5 inh,Wee1 stabilizer,14-3-3 Bad PPI,Rad51 HR inh,FXIa inh 1536,FXIIa inh,MDM2 E3 inh,eIF4E 4G PPI
N#C/C(=C/N1CCOCC1)c1ccccc1,2,31,-1,-10,16,3,15,5,9
O=C(Oc1cccnc1)c1cccc(Cl)c1,-1,-13,-1,54[fluorescence artefact?],-2,-5,15,-6,4[fluorescence artefact?]
CCOC(=O)c1c(C)cccc1OCC(N)=O,-2,7,-1,5,-1,2,14,12,-2
Cc1cc(=O)n2c(c1C#N)SC1CCCCC12O (configuration not stated),4,5,-1,-9,2,3,10,-22,3
COc1cccc(NC(=O)COC(=O)c2ccco2)c1,3,14,3,-2,4,2,10,-9,-2
CCc1ccccc1NC(=O)C1c2ccccc2Oc2ccccc21,1,-5,-1,12[fluorescence artefact?],29,17,26,-10,5
COc1cc(-c2nnc(SCC#CCO)o2)cc(OC)c1OC,0,-1,-3,-15,-10,-6,2,-11,1
O=C(NCc1ccc2c(c1)OCO2)C1(S(=O)(=O)c2ccccc2)CC1,7,-8,1,-3[fluorescence artefact?],2,5,8,9,2
Cc1ccccc1-c1nsc(SCC(=O)Nc2ccc3c(c2)OCO3)n1,5,-4,4,-2[fluorescence artefact?],-2,2,7,-6,3
O=C(CCCCCN1C(=O)c2ccccc2C1=O)NCCc1nc2ccccc2[nH]1,-3,-1,-2,-6,4,12,18,-25,5
Cn1c(=O)c2c(SCC(=O)N3CCOCC3)nc(CC(C)(C)C)nc2n(C)c1=O,1,4,-1,-1,3,-11,4,-44,-3
CCn1c(SCC(=O)N2CCN(c3ccc(F)cc3)CC2)nc2ccccc2c1=O,3,-12,-2,-7,4,-2,5,-15,1
Cn1c(CNc2nc(-c3ccccc3)cs2)nnc1SCC(=O)N1CCc2ccccc21,5,-1,-2,-3,.,4,5,.,-31
CCN(CC)S(=O)(=O)c1cccc(NC(=O)c2cc(-c3cccs3)nn2-c2ccccc2)c1,-1,-11,-3,-2,4,9,10,3,2
Cc1ccc(-c2nnn(CC(=O)N(Cc3ccco3)C(C(=O)NC(C)(C)C)c3cccs3)n2)o1 (configuration not stated),0,12,-2,-4,2,5,12,-11,-4
CCOc1ccc(-n2c(SCC(=O)Nc3ccc(OC)cc3OC)nc3c(c2=O)SCC3)cc1,5,-2,-2,-9,2,0,17,6,-4
